Screening data deposited in PubChem by The Scripps Research Institute Molecular Screening Center.
TEAD-YAP inh: TEAD-YAP interaction inhibition, primary screen, TEAD-YAP interaction inhibitor project, luminescence, HEK-TIYL cells; TEAD-Gal4/YAP UAS-luciferase luminescence; inhibition, % at 9.12 µM; hit rate 1.4% among 640,000; AID 1259422, 2018; in the data active means inhibition above about 32%;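 further: 0% = median of test compound wells and 100% = reference inhibitor wells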
MITF primary: MITF inhibitors, primary screen, biochemical, AlphaScreen, human | AlphaScreen MITF homodimerization, bead proximity signal | inhibition, % at 2.6 µM | hit rate 0.91% among 650,000; in the data active means inhibition above about 50%;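 further: 0% = vehicle wells with protein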
FBW7 activator: FBW7 E3 ligase activators, primary screen, biochemical, AlphaScreen, human | F-box/WD repeat-containing protein 7 (Homo sapiens), Q969H0 | AlphaScreen FBW7–phospho-cyclin E peptide binding, activator screen | normalized activity (activation), % at 26.1 µM | hit rate 0.13% among 650,000; in the data active means normalized activity above about 1.9%;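 further: purified mutant Fbw7 with reduced substrate affinity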
Target sequence (Q969H0 whole entry, looked up): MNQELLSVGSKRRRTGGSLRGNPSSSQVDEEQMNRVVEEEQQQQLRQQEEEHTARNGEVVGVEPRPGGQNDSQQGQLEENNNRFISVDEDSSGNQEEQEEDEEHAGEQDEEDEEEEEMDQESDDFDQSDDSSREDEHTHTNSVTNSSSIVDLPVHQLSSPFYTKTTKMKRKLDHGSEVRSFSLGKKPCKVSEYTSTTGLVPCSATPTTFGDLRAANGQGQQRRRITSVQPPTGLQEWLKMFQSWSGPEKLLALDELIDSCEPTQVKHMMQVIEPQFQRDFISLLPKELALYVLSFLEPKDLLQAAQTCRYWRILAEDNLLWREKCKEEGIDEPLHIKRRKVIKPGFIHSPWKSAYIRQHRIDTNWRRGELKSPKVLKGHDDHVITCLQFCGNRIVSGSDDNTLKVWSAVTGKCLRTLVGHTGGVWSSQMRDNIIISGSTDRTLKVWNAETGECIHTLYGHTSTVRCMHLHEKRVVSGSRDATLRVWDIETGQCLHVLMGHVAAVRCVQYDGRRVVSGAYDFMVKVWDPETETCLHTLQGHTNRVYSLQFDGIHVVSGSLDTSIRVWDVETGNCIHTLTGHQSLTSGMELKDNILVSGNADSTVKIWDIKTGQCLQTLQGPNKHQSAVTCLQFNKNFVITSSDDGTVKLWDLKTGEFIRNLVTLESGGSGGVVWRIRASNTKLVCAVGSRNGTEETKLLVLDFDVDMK
GPR151 ag: activators of human GPR151, primary screen, cell-based, PathHunter beta-arrestin, luminescence; G-protein coupled receptor 151 (Homo sapiens), Q8TDV0; PathHunter beta-arrestin GPR151 cells; activation, % at 11.2 µM; hit rate 1% among 650,000; AID 1508602, 2020; in the data active means activation above about 4.9%;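 further: 0% = median of compound wells and 100% = cells with positive control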
Numbers without * were called inactive.

Letter code – A = TEAD-YAP inh; B = MITF primary; C = FBW7 activator; D = GPR151 ag
O=C1C2C(c3ccc(Cl)cc3)OC3(C(=O)c4ccccc4C3=O)C2C(=O)N1c1ccc(F)c([N+](=O)[O-])c1 (stereo not drawn)
  A: 3 | B: 3 | C: -0.1 | D: 0.1
O=C(/C=C/Nc1ccccc1N/C=C/C(=O)C(F)(F)F)C(F)(F)F
  A: -15 | B: -1 | C: 0.0 | D: 1.4
Nc1nc(Nc2ccccc2)nc2c1ncn2[C@@H]1O[C@H](CO)[C@H](O)C1O (stereo partly drawn)
  A: -36 | B: 21 | C: 0.0 | D: 0.0
CC(=O)C1=C(O)C(=O)OC1c1ccc(C(C)C)cc1 (stereo not drawn)
  A: 4 | B: 7 | C: -0.1 | D: -1.1
Cc1nn(C)cc1-c1nc2cnccn2c1NCc1ccccc1
  A: -9 | B: 11 | C: 0.1 | D: -0.7
Cc1noc(N)c1C1(O)C(=O)Nc2c(Cl)cc(Cl)cc21 (stereo not drawn)
  A: -5 | B: 2 | C: 0.0 | D: -0.5
O=C(Cn1[nH]c(=O)ccc1=O)NCCN1Cc2ccccc2OC(c2ccsc2)C1 (stereo not drawn)
  A: -2 | B: -1 | C: -0.1 | D: -0.5
CSc1ccc(CN2CCN(S(C)(=O)=O)CC2)cc1
  A: 47* | B: -5 | C: 0.1 | D: -1.0
CC(C)c1ccc(NC(=O)C2CCN(C(=O)NC3CCCCC3)CC2)cc1
  A: 1 | B: -7 | C: -0.1 | D: 2.6
COc1cccc(C2CC(=O)C3=C(C2)Nc2ccccc2N(C(=O)C(F)(F)F)C3c2ccc(F)cc2)c1 (stereo not drawn)
  A: 4 | B: 6 | C: -0.1 | D: 1.7
CC(C)Oc1ccc(CN2CCCC(N3CCOCC3)C2)cc1CO (stereo not drawn)
  A: 7 | B: -2 | C: 0.7 | D: -1.8
COc1ccc(NC(=O)CCCCCn2c(SCc3cc(C)ccc3C)nc3ccsc3c2=O)cc1
  A: 6 | B: 3 | C: 0.0 | D: 0.2
Cc1cccc(NCc2ccc(-n3ccnc3)cc2)c1
  A: 4 | B: 2 | C: 0.0 | D: -0.4
COc1ccc(NC(=S)NNC(=O)c2ccc([N+](=O)[O-])c(C)c2)cc1OC
  A: -30 | B: -11 | C: -0.3 | D: -1.9
CCC1(CCC(=O)N2CCC(O)(c3ccc(Cl)cc3)CC2)CCC(=O)N1 (stereo not drawn)
  A: 2 | B: -8 | C: 0.0 | D: -0.6
O=C(NCCOc1cccc2cccnc12)c1ccc(Cl)cc1Cl
  A: -5 | B: 1 | C: -0.2 | D: 0.8
Cc1cc(Br)ccc1NC(=O)C(=O)NCc1cccnc1
  A: -11 | B: 1 | C: 0.2 | D: -1.1
CC(=O)Oc1cccc2ccc(/C=C/c3cccc(F)c3)nc12
  A: 40* | B: -7 | C: 0.1 | D: -4.8
CCOC(=O)c1ccc(N2C(=O)/C(=C\c3ccc(C(=O)OC)cc3)C(C(=O)OC)=C2C)cc1
  A: -1 | B: 3 | C: -0.2 | D: 4.4
CCOC(=O)c1ccc(NC(=O)COc2ccccc2C=O)cc1
  A: 4 | B: 3 | C: 0.0 | D: 1.1
O=C(c1cccc([N+](=O)[O-])c1)n1c(=S)sc2ccccc21
  A: 0 | B: -2 | C: -0.1 | D: -0.3
Cc1nc2nc(SCC(=O)Nc3ccccc3C(F)(F)F)nn2c(C)c1Cc1ccc(F)cc1Cl
  A: 4 | B: -2 | C: -0.1 | D: 0.0
CC1CCCCC1NC(=O)CN(C)S(=O)(=O)c1ccc2c(c1)c(=O)n(C)c(=O)n2C (stereo not drawn)
  A: -11 | B: 10 | C: 0.0 | D: -1.0
Cc1ncc(CO)c(/C=N/N=C/c2ccc(O)c(O)c2)c1O
  A: 16 | B: 20 | C: -0.1 | D: -1.6
CC1CCN(C(=O)CSc2nc3ccsc3c(=O)n2-c2ccc(Br)cc2)CC1
  A: -6 | B: -13 | C: -0.1 | D: 1.1

One compound at a time (already shown). Values in the order: TEAD-YAP inh	MITF primary	FBW7 activator	GPR151 ag
O=C1C2C(c3ccc(Cl)cc3)OC3(C(=O)c4ccccc4C3=O)C2C(=O)N1c1ccc(F)c([N+](=O)[O-])c1 (stereo not drawn) in the list: 3	3	-0.1	0.1
Cc1ncc(CO)c(/C=N/N=C/c2ccc(O)c(O)c2)c1O in the list: 16	20	-0.1	-1.6
CC(=O)C1=C(O)C(=O)OC1c1ccc(C(C)C)cc1 (stereo not drawn) in the list: 4	7	-0.1	-1.1

A second format for 5 compounds above.
structure,TEAD-YAP inh,MITF primary,FBW7 activator,GPR151 ag
CSc1ccc(CN2CCN(S(C)(=O)=O)CC2)cc1,47*,-5,0.1,-1.0
Cc1cccc(NCc2ccc(-n3ccnc3)cc2)c1,4,2,0.0,-0.4
CC1CCN(C(=O)CSc2nc3ccsc3c(=O)n2-c2ccc(Br)cc2)CC1,-6,-13,-0.1,1.1
CC(=O)Oc1cccc2ccc(/C=C/c3cccc(F)c3)nc12,40*,-7,0.1,-4.8
CC(C)c1ccc(NC(=O)C2CCN(C(=O)NC3CCCCC3)CC2)cc1,1,-7,-0.1,2.6

New compounds follow
Letter code – A = TEAD-YAP inh; B = MITF primary; C = FBW7 activator; D = GPR151 ag
CCOc1ccc(CN2CCc3nnc(C(C)NC(=O)C4CC4)n3CC2)cc1 (stereo not drawn)
  A: 3 | B: 16 | C: 0.8 | D: -0.3
O=C(/C=C/c1ccccc1)NCCCCNC(=O)/C=C/c1ccccc1
  A: -3 | B: -2 | C: 0.3 | D: 0.3
CCC(C)(C)C1CCC2(CC1)NC(=O)c1ccccc1O2 (stereo not drawn)
  A: 3 | B: 3 | C: -0.1 | D: 3.3
c1coc(CNc2c3c(nc4ncnn24)CCC3)c1
  A: 5 | B: -7 | C: -0.1 | D: 0.3
C[C@@H](Cn1nnn(-c2ccccc2)c1=O)NC(=O)c1cnsc1
  A: 6 | B: 7 | C: 0.0 | D: -0.4
Cc1nc2ccc(S(=O)(=O)NC(C(=O)NC(C)c3ccccc3)C(C)C)cc2s1 (stereo not drawn)
  A: 3 | B: 11 | C: 0.1 | D: 0.4
CCCNc1nc(-c2ccc(C(N)=O)cc2)nc2c1ncn2-c1ccsc1
  A: 52* | B: 7 | C: 0.1 | D: -1.1
Cc1ccccc1CSCC(=O)NCc1ccc(Cl)c(Cl)c1
  A: -13 | B: 11 | C: 0.2 | D: -1.6
Oc1cccc(-c2cnc3ccc(NCc4cccc(Cl)c4)nn23)c1
  A: 5 | B: -8 | C: 0.0 | D: 0.8
CCOCC(=O)Nc1nnc(C(F)(F)F)s1
  A: 6 | B: 2 | C: -0.1 | D: -0.2
COC(=O)c1ccccc1NC(=O)CSc1nnc(-c2sc(N)nc2C)o1
  A: -5 | B: 6 | C: 0.8 | D: 0.3
O=S(=O)(NCC1CCCO1)c1ccc(NS(=O)(=O)c2ccc(F)cc2)cc1 (stereo not drawn)
  A: -3 | B: 4 | C: 0.0 | D: 1.4
CCOc1ccc(-n2c(=O)cc(N3CCN(c4ccc(F)cc4)CC3)[nH]c2=O)cc1
  A: 1 | B: 5 | C: -0.1 | D: 0.5
CCN1CCN(CC(O)COc2ccc(Cl)cc2C)CC1 (stereo not drawn)
  A: 4 | B: -5 | C: -0.1 | D: 0.0
O=C(NC(NC1CCS(=O)(=O)C1)C(=O)c1cccs1)c1ccccc1 (stereo not drawn)
  A: 10 | B: 5 | C: 0.1 | D: 0.8
COCCNC(=O)CCNS(=O)(=O)c1ccc(Br)cc1
  A: 6 | B: -11 | C: -0.1 | D: 0.1
COc1cccc(C(=O)N2CCN(c3ccc([N+](=O)[O-])c(NCCc4ccccc4)c3)CC2)c1
  A: 6 | B: 1 | C: 0.0 | D: 0.5
O=C(c1ccc(S(=O)(=O)Cc2cc(F)ccc2F)c([N+](=O)[O-])c1)N1CCCC1
  A: 6 | B: -2 | C: 0.1 | D: -0.4
Cc1cc(Cl)cc(Br)c1OCCNCCN1CCOCC1
  A: -3 | B: 28 | C: -0.1 | D: -0.8
Cc1cc2c(cc1C)NC(c1cc3c(cc1[N+](=O)[O-])OCO3)C1=C(CC(C)(C)CC1=O)N2 (stereo not drawn)
  A: 72* | B: 4 | C: -0.1 | D: -1.3
Cc1cc(C)cc(OCc2nnc(SCC(=O)Nc3ccccc3)n2C)c1
  A: -1 | B: -9 | C: 0.1 | D: 0.7
Cc1cc(N2CCC(C)CC2)nc2ccc(NC(=O)CCC(=O)N3CCCC(C)C3)cc12 (stereo not drawn)
  A: 11 | B: -4 | C: 0.0 | D: 0.0
Cc1nc(N)n2c(SCC(N)=O)nnc2c1Cc1ccccc1
  A: 0 | B: 4 | C: 0.1 | D: 0.0
O=C1CCC(CCNCc2cccnc2)N1Cc1ccccc1C(F)(F)F (stereo not drawn)
  A: -6 | B: -11 | C: 0.3 | D: -0.2
Cc1cc(C)c(C(=O)N2CCC[C@@H]3CN(C(=O)C(C)C)CC[C@H]32)[nH]1
  A: 7 | B: 2 | C: 0.0 | D: -0.9

(list continues)
The line under a structure holds: TEAD-YAP inh | MITF primary | FBW7 activator | GPR151 ag
CC1(C)CC1(CNCc1c(C(=O)N2CCCC2)nc2ccccn12)c1ccccc1 (stereo not drawn)
 : 14 | -12 | -0.2 | -0.1
COc1ccc(-n2c(SCC(N)=O)nc3sc4c(c3c2=O)CCC4)cc1
 : -11 | 17 | 0.3 | 1.3
COc1ccc(C2=NN(C(=O)C34CC5CC(CC(C5)C3)C4)C(c3ccc(OC)cc3)C2)cc1 (stereo not drawn)
 : 7 | 15 | 0.0 | -0.6
COc1cccc(NC(=O)CSc2nnc(CNC(=O)c3ccc(Cl)cc3)n2C)c1
 : 3 | 15 | -0.1 | -1.1
CCN(CC)CCCN1C(=O)C2C(C(=O)Nc3ccc(Cl)cc3)C3C=CC2(O3)C1C(=O)NC1CCCCC1 (stereo not drawn)
 : 4 | -3 | -0.1 | 0.7
CCOC(=O)c1ccc(NC(=O)CSc2c[nH]c3ccccc23)cc1
 : 0 | 10 | -0.2 | 0.4
CCCNc1nc(-c2ccc(C(=O)N3CCN(C)CC3)cc2)nc2c1ncn2C1CCCCC1
 : 3 | -4 | -0.2 | 1.1
Cc1ccn2cc(-c3cccc(NS(=O)(=O)c4cc([N+](=O)[O-])ccc4C)c3)nc2c1
 : -60 | 2 | -0.2 | -1.6
N#C/C(=C/c1cccc(F)c1)C(=O)NCCc1ccccc1
 : -9 | -10 | 0.1 | 0.5
N#Cc1ccc(NC(=O)NCCCN2CCN(c3ccccc3)CC2)cc1
 : 0 | 2 | -0.1 | 0.4
CC(C)(C)c1ccc(-c2csc(NC(=O)c3ccc(F)cc3)n2)cc1
 : 3 | 6 | 0.3 | -0.5
COc1cc(/C=C2/NC(=O)N(c3ccccc3)C2=O)ccc1Oc1ccc([N+](=O)[O-])cn1
 : 4 | 10 | 0.0 | 2.4
O=C(Cn1c(=O)c2cccn2c2cccnc21)N1CCCCCC1
 : -4 | 3 | -0.1 | 0.3
NS(=O)(=O)c1cccc(NC(=O)COC(=O)CN2C(=O)C3CC=CCC3C2=O)c1 (stereo not drawn)
 : 0 | 9 | 0.0 | 0.6
CCN(c1cccc(C)c1)S(=O)(=O)c1cc2c(cc1C)n(C)c(=O)c(=O)n2C
 : 2 | 10 | -0.1 | 0.7
O=C(CN1C(=O)c2ccccc2C1=O)Nc1cc(F)ccc1F
 : 7 | -3 | -0.1 | -1.5
CC(CC(=O)Nc1ccc(F)c(Cl)c1)S(=O)(=O)c1ccc2c(c1)OCC(=O)N2 (stereo not drawn)
 : -10 | 6 | -0.1 | -1.3
Cc1ccc(N=Cc2c(C)[nH]n(-c3ccc(C)cc3)c2=O)cc1
 : -1 | 4 | -0.2 | 0.9
COC(CNC(=O)C(NS(=O)(=O)c1ccc2c(c1)CCN2C(C)=O)C(C)C)OC (stereo not drawn)
 : -6 | 16 | 0.6 | -2.0
CCC(=O)NC(c1ccc(C)cc1)c1ccc2cccnc2c1O (stereo not drawn)
 : 88* | 28 | -0.5 | -0.5
O=C1NC(=O)N(C2CCCCC2)C(=O)/C1=C/c1ccc(Br)cc1
 : 2 | 9 | -0.2 | 1.3
NC(=O)c1ccc(-c2cccc3c2OC(CNC(=O)CSc2ccncc2)C3)cc1 (stereo not drawn)
 : -3 | 1 | 0.5 | -0.6
CCOC(=O)C1(CC2CCCCO2)CCN(S(=O)(=O)c2cccc(F)c2)CC1 (stereo not drawn)
 : -2 | 2 | 0.0 | 0.9
CN1CCc2c(sc3c2C(=O)NC(/C=C\c2ccc4c(c2)OCO4)N3)C1 (stereo not drawn)
 : -8 | 28 | 0.0 | -1.5
COC(=O)C1=CN(c2ccc(F)cc2)C=C(C(=O)OC)C1c1ccc(OC)c(Cl)c1
 : -11 | -3 | -0.1 | -0.5
COc1ccc(-n2c(O)cnc2Nc2nc(C)cc(C)n2)cc1OC
 : 1 | 17 | 0.0 | -1.0
COc1ccc(CC(=O)NNC(=O)CSc2nc(C)c(C)c(=O)[nH]2)cc1
 : 5 | 8 | 0.0 | 6.3*
COC(=O)c1ccc(/C=c2\sc3nc4ccccc4n3c2=O)cc1
 : 4 | 5 | -0.1 | 0.6
CC[C@@H]1Cc2cc(O)ccc2C2=C1c1ccc(O)cc1C[C@H]2CC
 : -11 | -7 | 0.1 | -0.6
